# Screens from PubChem.
# TROY signal inh: inhibitors of TROY-driven NF-kB signaling, primary screen, Q293 LMP1-TROYcd cells, NF-kB luciferase, uHTS | Q293 LMP1-TROYcd NF-kB luciferase reporter, 4 h | inhibition, % at 10 µM | 360,000 compounds, 0.98% hits | AID 1347056, 2019;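 active = compounds whose plate-normalised and pattern-corrected inhibition of the luciferase reporter signal at the single screening dose is 50% or more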
# HIF-2a block: HIF-2a reporter inhibitors, primary screen, luminescence, 786-0 RCC cells; inhibition, % at 18.8 µM; 360,000 compounds, 0.72% hits; 786-0 RCC cells HIF-2a reporter, luciferase luminescence, overnight;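 active = inhibition of the luminescence signal of 40% or more relative to plate controls, in a single-dose primary screen at 18.75 µM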
# Peg3 promoter: Peg3 promoter-driven luciferase inhibitors, primary screen, cell-based, HeLa, luciferase luminescence; HeLa PEG-Prom luciferase reporter, overnight; inhibition, % at 20 µM; 360,000 compounds, 1.7% hits; AID 588405, 2011;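 active = inhibition of at least 50% at 20 µM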
# KKLEB cytotox: cytotoxicity in KKLEB CF airway cells, primary screen, cytotoxicity control for CF NF-kB inhibitor project, cell-based, uHTS, fluorescence assay plates | KKLEB CF airway cells viability, ATPlite luminescence, overnight; stronger effect = lower value; cells stimulated with P. aeruginosa culture filtrate | 360,000 compounds, 0.36% hits | activity change (cytotoxicity), % at 5 µM | AID 602141, 2011;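 active = corrected activity change at or below -50% at 5 µM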
# NR2E3 ag-1: inhibitors of NR2E3-RetCOR corepressor binding, primary screen, NR2E3 agonist project, biochemical, TR-FRET, GST-NR2E3, biotin-RetCOR. 1536-well. Photoreceptor-specific nuclear receptor (Homo sapiens), Q9Y5X4. inhibition of corepressor binding, % at 4.78 µM. AID 2300, 2010. 320,000 compounds, 0.12% hits;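 active = percent inhibition above the cutoff of mean plus 3 SD of all tested compounds, set per screening campaign, cut at about 20% in these data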;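 also: 0% = DMSO wells and 100% = biotin wells as full block of FRET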
# Target sequence (Q9Y5X4 whole entry, looked up): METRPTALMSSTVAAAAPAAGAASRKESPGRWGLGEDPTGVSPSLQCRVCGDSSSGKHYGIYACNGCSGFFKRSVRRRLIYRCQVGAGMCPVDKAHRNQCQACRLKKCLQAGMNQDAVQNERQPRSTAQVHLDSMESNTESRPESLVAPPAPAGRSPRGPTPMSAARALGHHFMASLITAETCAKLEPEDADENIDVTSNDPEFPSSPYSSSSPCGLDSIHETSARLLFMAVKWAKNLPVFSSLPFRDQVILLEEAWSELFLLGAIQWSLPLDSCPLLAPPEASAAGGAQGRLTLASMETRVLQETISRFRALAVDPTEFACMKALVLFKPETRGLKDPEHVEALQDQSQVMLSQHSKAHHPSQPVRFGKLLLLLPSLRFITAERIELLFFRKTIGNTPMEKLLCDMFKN
#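 Material: NR2E3–RetCOR corepressor complex / Amount: 1.35 nM GST-NR2E3 / Medium: Tris pH 7.5 / Compound: single nominal compound dose of 4.8 µM / Incubation: 5 h at 4 °C / Technique: TR-FRET, Eu(K)-anti-GST donor, streptavidin-D2 acceptor, ex 340, em 617/671 nm / Read-out basis: percent loss of FRET ratio relative to control wells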
# TWEAK-Fn14 inh: inhibitors of TWEAK-Fn14 signaling, primary screen, luciferase reporter cells, uHTS | TWEAK-stimulated Fn14 reporter cells, luciferase luminescence, 8 h | 360,000 compounds, 2% hits | inhibition, % at 10 µM; in the data active = inhibition above about 50%
# CF NFkB inh: inhibitors of PAF-induced NF-kB signaling, primary screen, cell-based, GFP fluorescence, uHTS | KKLEB NF-kB-GFP reporter, GFP fluorescence overnight | inhibition, % at 5 µM | 360,000 compounds, 0.86% hits | AID 588850, 2011;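 active = at least 50% inhibition at 5 µM, scaled per plate between neutral and stimulator controls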;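 also: PAF is a Pseudomonas aeruginosa culture filtrate used as stimulus; plate controls were PAF-stimulated DMSO wells for no effect and unstimulated DMSO wells for full effect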
# MITF TRPM1 inh: inhibitors of MITF-dependent TRPM1 promoter reporter, primary screen, cell-based, SK-MEL-5, single point, luciferase. SK-MEL-5 TRPM1 promoter luciferase, 24 h. inhibition, % at 12.5 µM. 330,000 compounds, 0.83% hits. AID 488899, 2010;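 active = mean inhibition across replicates of 60% or more, whatever share of single replicates reaches that level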; also: values of inactives mirror those of a sister screen read the other way
# NR2E3 ag-2: NR2E3 agonists in two-hybrid cells, primary screen, cell-based, luminescence, CHO-S, Gal4-NCOR/VP16-NR2E3; Photoreceptor-specific nuclear receptor (Homo sapiens), Q9Y5X4; luciferase; inhibition of corepressor binding, % at 3.98 µM; 360,000 compounds, 0.35% hits; AID 602229, 2012;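 active = inhibition above the mean of all tested compounds plus 3 SD, cut at about 70% in these data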;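 also: 0% = DMSO with NR2E3 transfected cells and 100% = cells lacking NR2E3 construct; higher means lower luciferase signal from less NR2E3 corepressor binding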
# Shn3 3UTR inh: reduction of Shn3 3'UTR firefly luciferase signal, primary screen, Schnurri-3 inhibitor project, cell-based, Clone20 osteoblasts, set 2. Clone20 osteoblast Shn3 3'UTR firefly luciferase, 24 h. inhibition, % at 12.5 µM. 360,000 compounds, 0.52% hits;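 active = mean inhibition of at least 75% with every replicate also reaching 75%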;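 also: 0% = median of neutral control wells and 100% = pilot-screen positive control compound; some compounds past the cut are filed as inactive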
# C8 TRAIL sens: viability loss with TRAIL in NB7+C8 cells, primary screen, TRAIL sensitizer project, cell-based, ATPlite luminescence. AID 624354, 2012. 360,000 compounds, 1% hits. inhibition (viability loss, TRAIL sensitization), % at 10 µM;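 active = compounds causing at least 50% loss of cell viability in the single-dose screen, relative to plate controls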
# * hit, by the source's call; x = no result given. Some of the compounds tested; count on the stated rates, not on these rows.
SMILES,TROY signal inh,HIF-2a block,Peg3 promoter,KKLEB cytotox,NR2E3 ag-1,TWEAK-Fn14 inh,CF NFkB inh,MITF TRPM1 inh,NR2E3 ag-2,Shn3 3UTR inh,C8 TRAIL sens
CCOc1cc(/C=C2/SC(=S)N(Cc3ccccc3)C2=O)ccc1O,-16,-24,-31,4,2,16,-10,-15,5,-11,9
Cc1cc2ccccn2c1C(=O)c1nc(N2CCOCC2)ncc1Cl,8,14,14,-1,4,-8,5,1,0,8,-3
CC(C(=O)NNS(=O)(=O)c1cccc(C(F)(F)F)c1)n1nnc(N2CCOCC2)n1 (stereo not given),9,-45,-29,-12,-4,13,12,-6,0,-5,-1
O=C(CSc1nnc(-c2ccccc2Cl)o1)Nc1ccccn1,-24,-8,2,8,2,22,3,-19,-181,-16,52*
CC(=O)Nc1cccc(-c2csc(C(C)(O)c3ccc(F)c(F)c3)n2)c1 (stereo not given),-5,16,26,-3,x,5,8,x,2,-4,4
Cc1c(/C=C(\C#N)c2nn(-c3ccccc3)c(N)c2C#N)c2ccccc2n1Cc1ccc(F)cc1,4,3,14,-30,3,16,31,9,-9,-5,-1
CCOC(=O)c1c[nH]c(=S)n1C,-1,13,1,1,0,10,10,-1,-7,-31,-14
CCCN(CCC)C(=O)c1oc2ccccc2c1NC(=O)Cc1cccc(OC)c1,8,11,22,6,0,3,-4,9,-17,7,1
c1ccc(-n2ncc3c(NCCN4CCCCC4)ncnc32)cc1,1,-54,-58,-3,-3,7,-7,-6,-3,-27,-7
O=C(O)CCCCCNC(=O)c1ccc(C(=O)NCCCCCC(=O)O)cc1,5,15,17,16,-1,-10,-24,8,9,11,-7
CC(=O)NC1=NC(=O)CS1,-9,-6,4,-13,8,-18,-8,-6,-1,-49,9
CCc1nc2ccc(C(=O)N3CCN(C(=O)c4ccco4)CC3)cn2c1N(C)C(=O)COc1ccccc1,-6,2,-3,2,x,6,-8,x,-32,-23,-12
CCC1=[N+](C)CCn2c(C)ccc21,16,23,5,-20,4,-3,0,3,-13,-4,0
CCOC(=O)NC(=S)Nc1ccc(OC)cc1,-22,-110,-40,12,0,-16,10,-35,-17,-20,-1
CC(=O)Nc1cc2c(cc1C(C)=O)OCCO2,-2,23,13,11,1,13,-5,16,0,-4,-3
O=C(NNc1ccc([N+](=O)[O-])cc1)C1C2CCCCC21 (stereo not given),10,3,-13,15,3,4,-26,-1,-1,-26,-7
O=C(O)c1ccc(/C=N/Nc2ncc(Cl)cc2Cl)cc1,-23,-32,-29,11,0,0,16,x,-48,-36,-10
O=C(COc1nc2ccccc2nc1N1CCOCC1)Nc1ccc(S(=O)(=O)N2CCCC2)cc1,-4,31,32,14,-5,-2,10,4,-30,23,-1
CC(C)CC(=O)N=Nc1c(O)[nH]c2ccccc12,-32,-110,-53,2,-1,-30,11,-12,-32,-32,-6
COc1cc(NC(=O)c2cc(C(C)C)on2)c(OC)cc1Cl,-16,11,2,-8,1,-4,4,11,-38,9,10
Cc1cc(C)c(S(=O)(=O)N2CCCCC2CCNC(=O)C(=O)NCc2cccnc2)c(C)c1 (stereo not given),6,21,8,7,-1,-4,11,13,-6,14,8
C#CCCOC(=O)N1C2=NC(C(=O)OC)=C(C(=O)OC)[C@@H]3N(C)c4ccccc4[C@]23C[C@H]1CO,6,2,-4,-13,3,-1,14,9,-20,19,0
COc1ccc(OCCC(=O)OCC(=O)Nc2ccc(Br)cc2)cc1,16,13,-1,6,-4,-14,-6,4,-22,1,2
O=C(Nc1cccc(-c2nnc(-c3ccccc3)o2)c1)c1ccco1,-33,-34,-27,0,2,6,-9,-13,-79,5,-11
CCCCN(C)C(=O)c1nc2ccccn2c1CNC1CCC1,1,0,5,5,5,-7,-1,-1,-7,-14,-8
CC1(C)Cc2ccccc2-c2nnc(-c3ccc4ccccc4n3)n21,-39,-22,-7,-2,3,-8,0,-2,0,1,7
CC(NC(=O)c1ccco1)C(=O)Nc1nccs1 (stereo not given),6,2,4,0,x,-6,12,1,25,-27,3
C=CCNC(=S)NNC(=O)c1ccccc1OCC,16,4,9,6,0,20,15,12,-8,5,8
COCCCNC(=O)C1CCN(S(=O)(=O)c2c(C)noc2/C=C\c2ccc(OC)cc2)CC1,-5,-6,-6,-7,5,-3,0,1,-18,-5,3
CCN1CCN(c2nc(-c3ccccc3Cl)nc3ccccc23)CC1,-10,4,11,3,-3,68*,10,-3,-30,-25,-7
O=C(COC(=O)Cn1cc(C(F)(F)F)ccc1=O)Nc1ccccc1,5,6,4,5,1,-5,-5,3,13,4,-14
Cc1ccc2cc(C#N)c(NCCNC(=O)C3CC3)nc2c1C,-9,-13,6,22,1,19,-20,2,32,27,-2
Cc1cc(Cl)ccc1NC(=O)CN1C(=O)CSc2ccc(S(=O)(=O)N3CCOCC3)cc21,-15,9,15,-5,2,-4,17,0,-12,5,12
COc1ccc(CNC(=O)[C@@H](NC(=O)C2CCN(C(=O)[C@@H](N)CC(C)C)CC2)C(C)C)cc1,-1,6,-8,-16,-1,-1,23,-5,15,-11,6
CCN(C(=O)COC(=O)CNC(=O)c1ccccc1C)C1=CCCCC1,-2,4,6,9,2,18,-18,3,8,-13,9
O=C(CN(C(=O)c1csnn1)c1cccc2c1CCCC2)NC1CCCC1,6,11,17,-10,4,-1,9,-3,7,-1,-7
O=C1NC[C@H](CCCCN2C[C@H](Cc3ccc(O)cc3)N(CCc3ccccc3)C(=O)C2=O)N(CC2CCCCC2)C1=O,1,-7,x,x,x,7,x,x,-12,x,-10
CCN1CCN(c2cc(C)c3cc(NC(=O)c4cccs4)ccc3n2)CC1,-31,-99,-80,-8,0,-46,-7,-50,-19,x,0
COc1ccc(/C=C/C(=O)O)cc1S(=O)(=O)N1CCc2ccccc21,9,13,20,-1,x,9,-6,-4,-22,3,-4
Oc1ccc2ccccc2c1/C=N/c1nc2c(s1)CCCC2,25,3,8,7,-2,16,-9,18,-20,-7,6

# Records listed so far printed as active in TWEAK-Fn14 inh.
Structure | HIF-2a block | Peg3 promoter | NR2E3 ag-1 | TWEAK-Fn14 inh | CF NFkB inh | MITF TRPM1 inh | NR2E3 ag-2 | Shn3 3UTR inh
CCN1CCN(c2nc(-c3ccccc3Cl)nc3ccccc23)CC1 | 4 | 11 | -3 | 68* | 10 | -3 | -30 | -25

# More records follow:
SMILES,TROY signal inh,HIF-2a block,Peg3 promoter,KKLEB cytotox,NR2E3 ag-1,TWEAK-Fn14 inh,CF NFkB inh,MITF TRPM1 inh,NR2E3 ag-2,Shn3 3UTR inh,C8 TRAIL sens
COC(=O)c1ccc(C2C(C(=O)OCC(C)C)=C(C)N=C3SCCC(=O)N32)cc1 (stereo not given),22,17,13,-2,2,-19,-1,0,13,-11,12
O=C(NC1CCCCCC1)c1ccc(CS(=O)Cc2cccc(Cl)c2)o1 (stereo not given),14,10,22,-1,2,16,-14,3,9,4,-1
COc1ccc(N(CC(=O)N/N=C/c2ccc(-c3ccc([N+](=O)[O-])cc3)o2)S(=O)(=O)c2ccc(C)cc2)cc1,-19,19,0,3,0,-9,-8,2,2,3,-3
CC1CC(C)CN(C(=O)c2cc3cc(Br)cc(Br)c3o2)C1 (stereo not given),3,-308,-190,22,-1,-29,-18,-74,-83,0,10
CCN(c1ccccc1)S(=O)(=O)c1ccc(C(=O)OC(C)C(=O)NCCC2=CCCCC2)cc1 (stereo not given),23,6,15,10,-1,5,-9,-10,-14,11,8
COc1cc2cnc(-c3ccccc3)c(-c3ccc(C#N)cc3)c2cc1OC,-6,30,46,-14,5,-6,16,-9,-17,25,-13
COc1ccc(C(=O)CCN2CCc3cc(OC)c(OC)cc3C2)cc1,8,10,32,1,0,-8,-1,3,-2,5,28

# An excerpt of these results, with each value named:
compound: O=C(COC(=O)Cn1cc(C(F)(F)F)ccc1=O)Nc1ccccc1
  TROY signal inh: 5
  HIF-2a block: 6
  Peg3 promoter: 4
  KKLEB cytotox: 5
  NR2E3 ag-1: 1
  TWEAK-Fn14 inh: -5
  CF NFkB inh: -5
  MITF TRPM1 inh: 3
  NR2E3 ag-2: 13
  Shn3 3UTR inh: 4
  C8 TRAIL sens: -14

compound: Cc1ccc2cc(C#N)c(NCCNC(=O)C3CC3)nc2c1C
  TROY signal inh: -9
  HIF-2a block: -13
  Peg3 promoter: 6
  KKLEB cytotox: 22
  NR2E3 ag-1: 1
  TWEAK-Fn14 inh: 19
  CF NFkB inh: -20
  MITF TRPM1 inh: 2
  NR2E3 ag-2: 32
  Shn3 3UTR inh: 27
  C8 TRAIL sens: -2

compound: Cc1cc(Cl)ccc1NC(=O)CN1C(=O)CSc2ccc(S(=O)(=O)N3CCOCC3)cc21
  TROY signal inh: -15
  HIF-2a block: 9
  Peg3 promoter: 15
  KKLEB cytotox: -5
  NR2E3 ag-1: 2
  TWEAK-Fn14 inh: -4
  CF NFkB inh: 17
  MITF TRPM1 inh: 0
  NR2E3 ag-2: -12
  Shn3 3UTR inh: 5
  C8 TRAIL sens: 12

compound: COc1ccc(CNC(=O)[C@@H](NC(=O)C2CCN(C(=O)[C@@H](N)CC(C)C)CC2)C(C)C)cc1
  TROY signal inh: -1
  HIF-2a block: 6
  Peg3 promoter: -8
  KKLEB cytotox: -16
  NR2E3 ag-1: -1
  TWEAK-Fn14 inh: -1
  CF NFkB inh: 23
  MITF TRPM1 inh: -5
  NR2E3 ag-2: 15
  Shn3 3UTR inh: -11
  C8 TRAIL sens: 6
